# Screens: PubChem BioAssay, NMMLSC
# VLA-4 inh – inhibition in a human VLA-4 binding assay. inhibition, % (about 7 µM as worked out from the volumes in the protocol). actives 0.2% (n = 330,000). VLA-4 expressing cells, ligand binding flow cytometry. P13612; in the data active = inhibition above about 50%
# Target sequence (P13612 whole entry, looked up): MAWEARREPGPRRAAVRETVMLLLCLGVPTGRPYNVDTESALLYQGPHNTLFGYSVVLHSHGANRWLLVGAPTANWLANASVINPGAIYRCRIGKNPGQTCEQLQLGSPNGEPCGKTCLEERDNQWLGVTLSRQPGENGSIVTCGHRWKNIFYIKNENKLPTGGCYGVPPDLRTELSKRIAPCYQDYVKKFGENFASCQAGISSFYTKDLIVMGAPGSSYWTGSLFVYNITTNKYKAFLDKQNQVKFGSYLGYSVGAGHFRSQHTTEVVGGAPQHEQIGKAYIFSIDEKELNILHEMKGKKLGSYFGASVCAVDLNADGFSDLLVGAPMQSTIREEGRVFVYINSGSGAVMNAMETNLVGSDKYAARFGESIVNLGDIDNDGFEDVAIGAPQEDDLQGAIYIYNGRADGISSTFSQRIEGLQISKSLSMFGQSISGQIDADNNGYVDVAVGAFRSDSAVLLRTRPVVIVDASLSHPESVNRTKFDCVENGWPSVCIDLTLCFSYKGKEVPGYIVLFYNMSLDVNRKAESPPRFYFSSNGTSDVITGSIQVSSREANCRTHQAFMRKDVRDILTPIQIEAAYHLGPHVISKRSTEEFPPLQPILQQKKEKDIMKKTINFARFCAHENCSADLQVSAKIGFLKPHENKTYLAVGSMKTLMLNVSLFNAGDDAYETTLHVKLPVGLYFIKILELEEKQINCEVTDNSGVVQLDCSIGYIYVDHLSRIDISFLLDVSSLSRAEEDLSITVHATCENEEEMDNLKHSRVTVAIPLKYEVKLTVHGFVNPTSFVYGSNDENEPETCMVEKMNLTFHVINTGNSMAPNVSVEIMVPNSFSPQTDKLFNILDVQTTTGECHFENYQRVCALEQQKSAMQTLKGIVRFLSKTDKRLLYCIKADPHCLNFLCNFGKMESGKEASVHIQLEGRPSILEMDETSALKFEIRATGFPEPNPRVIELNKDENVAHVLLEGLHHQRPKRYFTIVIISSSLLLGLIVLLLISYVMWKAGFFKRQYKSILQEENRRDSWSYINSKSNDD
# RPL19A-GFP yeast – alters RPL19A-GFP fluorescence in TOR pathway yeast screen. S. cerevisiae RPL19A-GFP strain, flow cytometry, 3 h; hits give low values. percent response vs DMSO, % at 10 µM. actives 0.3% (n = 330,000);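 active = percent response vs DMSO below 50%; inconclusive = fewer than 70 events counted for the yeast strain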;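 also: median channel GFP fluorescence of the barcoded RPL19A-GFP strain; ratio of sample median GFP to plate DMSO average so 100% = DMSO; lower means less RPL19A-GFP as with rapamycin TOR inhibition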
# MEP2-GFP yeast – yeast TOR pathway MEP2-GFP modulation | S. cerevisiae MEP2-GFP strain, flow cytometry GFP, 3 h; 100% = DMSO control level | GFP response vs DMSO, % at 10 µM | actives 0.51% (n = 330,000);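 active = GFP response versus DMSO above a set limit, roughly screen mean plus 3 SD, cut at about 180% in these data; inconclusive = fewer than 70 cells counted for a yeast strain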;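 also: median GFP fluorescence of the barcode-gated MEP2-GFP cells per well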
# LAP4-GFP MLPCN – modulators of TOR pathway LAP4-GFP in S. cerevisiae; S. cerevisiae LAP4-GFP multiplex, flow cytometry GFP, 3 h; median GFP as percent of DMSO wells; GFP response vs DMSO, % at 10 µM; actives 0.34% (n = 320,000);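 active = GFP response vs DMSO above a set limit, about the screen mean plus 3 SD, cut at about 150% in these data; inconclusive = under 70 cell events counted for the yeast strain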
# CIT2-GFP yeast – yeast TOR pathway CIT2-GFP modulation; actives 0.065% (n = 320,000); GFP response vs DMSO, % at 10 µM; S. cerevisiae CIT2-GFP strain, flow cytometry, 3 h; 100 means same as DMSO wells; AID 2029;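 active = GFP response relative to DMSO above a set limit, near the screen mean plus 3 SD, cut at about 150% in these data; inconclusive = Fewer than 70 cells measured for a yeast strain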;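 also: ratio of well median GFP fluorescence to mean of DMSO wells on the plate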
# GRK2 inh – human GRK2 inhibition via aptamer displacement | bead flow cytometry, FAM-aptamer displacement from GRK2 | inhibition of aptamer binding, % at 10 µM | P25098 | actives 0.59% (n = 330,000);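 active = inhibition of aptamer binding above 40%, roughly 3 SD of noise, on plates passing a quality check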;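 also: median bead fluorescence of bound FAM aptamer so fluorescent compounds give negative values; no value below 0 was filed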
# CR mimetic SO – yeast age-related superoxide inhibition as caloric restriction mimetic; S. cerevisiae aged cells, superoxide DHE fluorescence; hits give low values; superoxide response (% of plate mean), % at 10 µM; actives 0.18% (n = 330,000); AID 2690;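 active = superoxide response under a set limit, about three screen SD below normal, cut at about 65% in these data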;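 also: yeast aged for seven days with compound at 30 °C before DHE staining; 100% = average MFI of all compound-treated wells on the plate with controls excluded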
# AGP1 TOR yeast – yeast TOR pathway AGP1-GFP modulation; S. cerevisiae AGP1-GFP multiplex flow cytometry, 3 h; GFP as percent of DMSO wells; GFP response vs DMSO, % at 10 µM; actives 0.02% (n = 320,000); AID 2066;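 active = GFP response relative to DMSO above a set limit, near screen average plus 3 SD, cut at about 150% in these data; inconclusive = fewer than 70 cells counted for the yeast strain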;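 also: median GFP channel fluorescence of the gated AGP1 strain per well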
# * marks the source's active call; other numbers are inactive results; ? = inconclusive; . = no result given; [ ] = another dose, or the depositor's remark.
# Each structure is followed by: RPL19A-GFP yeast	CIT2-GFP yeast	CR mimetic SO	AGP1 TOR yeast	LAP4-GFP MLPCN	GRK2 inh	VLA-4 inh	MEP2-GFP yeast
Cn1c(=O)oc2cc(S(=O)(=O)Nc3ccccc3)ccc21
→ 96	90	90	96	102	3	2	95
C=CCn1c(SCC(=O)NC23CC4CC(CC(C4)C2)C3)nc(O)cc1=O
→ 102	105	100	107	102	0	15	101
CCN(CC)CCCNc1nc(SC)nc2sc3c(c12)CCN(C)C3
→ 117	100	92	103	104	0	-19	116
O=C(O)CCCC(=O)NCc1c(Cl)cccc1Sc1ccc(Cl)cc1
→ 105	112	94	117	124	0	-9	99
FC(F)(F)c1ccc(-c2nnc(-c3ccccn3)c(-c3ccccn3)n2)nc1
→ 93	92	86	100	104	0	1	98
Cc1cc(C)n2nc(SCC(=O)N(C(C)C)C(C)C)nc2n1
→ 103	106	103	105	99	0	-1	104
O=C(c1ccccn1)c1conc1C(=O)c1ccc(Br)cc1
→ 112	192*	120	103	331*	0	-6	281*
CCOc1ccc(OCCCC(=O)N(C)CC(=O)Nc2ccccc2Br)cc1
→ 101	97	128	96	94	46*	4	102
Cc1ccc(NC(=O)CNC(=O)COc2ccccc2)nc1
→ 101	92	105	108	116	0	3	100
O=C(Cn1nc(-c2ccccc2)ccc1=O)Nc1ccc(N2CCN(C(=O)c3cccs3)CC2)cc1
→ 105	112	108	110	100	7	6	108
Cc1nonc1NC(=O)CSc1nc(CCC2CCCC2)nc2ccccc12
→ 109	104	109	97	102	3	15	103
Cc1cc(NC(=O)c2cc(-c3ccc(C)c(C)c3)nc3ccccc23)no1
→ 100	92	84	96	92	4	0	104
COc1ccc(CN2CCN(C3CCC3)CC2CCO)cc1C (stereo unspecified)
→ 103	101	93	97	87	3	6	105
O=C(NC1CC1)c1ccc2c3c(cccc13)CC2
→ 102	96	123	98	98	2	2	100
NSc1nc(N)c2nc(-c3ccccc3)c(-c3ccccc3)nc2n1
→ 98	87	99	92	102	1	3	108
COc1cccc(NC(C)(C)c2nnnn2-c2c(C)cccc2C)c1
→ 95	.	96	.	.	2	-1	100
Cc1nc(CSc2ccc(Cl)cc2)cc(N2CCOCC2)n1
→ 101	102	81	104	108	0	-2	102
COC(=O)C1=C(C)N(CCCC(=O)O)C(=O)NC1c1cccc(OC)c1 (stereo unspecified)
→ 100	96	101	105	99	5	4	102
CCOc1cc(/C=C2\C(=N)N3N=C(CC)SC3=NC2=O)ccc1OCCOc1ccc(NC(C)=O)cc1
→ 108	102	97	95	93	2	-6	113
CCCc1ccc(-c2cc(NC(=O)CSc3n[nH]c(N)n3)n(-c3ccccc3)n2)cc1
→ 99	93	105	93	102	0	4	104
CNC(=O)c1cccc(N2CCCC2=O)c1
→ 99	83	106	95	88	0	9	89
COCCNc1nc2sc3c(c2c(=O)n1Cc1ccco1)CCCCC3
→ 104	95	98	102	101	0	18	96
COc1ccc(C(=O)C2=NN(C(C)=O)CC2c2ccco2)cc1 (stereo unspecified)
→ 94	111	106	112	106	1	5	103
COC(=O)CCCC1=CC2=CC(=O)C(C)(OC(=O)c3cccs3)C(=O)C2=CN1CC(C)C (stereo unspecified)
→ 94	67	102	79	122	1	12	92
Cc1ccc(CNC(=O)C2CC(c3cccc([N+](=O)[O-])c3)=NO2)o1 (stereo unspecified)
→ 101	84	106	89	119	0	6	96
COC(=O)C1=C(C)N(Cc2ccccc2)C(=S)N[C@H]1c1cccc(C(F)(F)F)c1
→ 112	98	119	105	101	1	-16	100
O=C(NCc1ccccc1)NC1(C(=O)Nc2ccc3c(c2)OCCO3)CCCCC1
→ 101	99	91	102	101	1	3	103
CSCCC(NS(=O)(=O)c1ccc2c(c1)oc(=O)n2C)C(=O)NC1CCCc2ccccc21 (stereo unspecified)
→ 102	92	106	94	112	9	-5	95
COc1ccc(NC(=O)C(NC(=O)OC(C)(C)C)C(C)OCc2ccccc2)cc1 (stereo unspecified)
→ 99	101	107	106	98	3	35	96
COc1ccc(C(=O)CC(=O)C(=O)Nc2ccc(C)c(Cl)c2)cc1
→ 101	86	110	97	111	2	13	107
NS(=O)(=O)c1ccc(CCNC(=O)C2CCCCN2S(=O)(=O)c2ccccc2)cc1 (stereo unspecified)
→ 93	99	98	94	103	0	-11	100
COc1cc(NS(=O)(=O)c2ccc(C)cc2C)cc(OC)c1OC
→ 48*[may fluoresce violet]	?	90	?	89[may fluoresce violet]	0	9	484*[may fluoresce violet]
CCOc1ccc(-c2n[nH]c(=S)n2Cc2ccccc2)cc1
→ 106	105	104	107	102	0	8	102
CCOc1ccc(Nc2ncnc3c2cnn3C)cc1
→ 106	96	100	99	98	0	2	112
CN1C(=O)N(S(=O)(=O)c2ccc(F)c(F)c2F)C(=O)C1(C)C
→ 98	105	95	102	103	2	24	102
CN(C)/C=N/c1c(C#N)cnn1C
→ 100	108	97	107	103	4	-5	102
CCN(CC(=O)Nc1c(F)cccc1F)C(=O)CNC(=O)C1CCCCC1
→ 102	99	125	107	111	0	17	103
Cc1sc2nc(CSCC(=O)Nc3c(F)cccc3F)[nH]c(=O)c2c1C
→ 100	100	100	102	103	1	-9	97
Cc1ccc(NC(=O)NCCCN2CCCC2=O)cc1C
→ 95	97	100	96	96	1	-9	90
Cc1ccc(-c2cc(C(=O)N3CCc4ccccc4C3)no2)cc1
→ 118	104	92	114	113	0	13	114
O=C(O)c1cc(-c2cccc([N+](=O)[O-])c2)nc2ccccc12
→ 98	92	120	99	106	6	3	99
CCOCCCNC(=O)C1CCN(S(=O)(=O)c2ccc3nc4c(c(C(=O)O)c3c2)CCCCC4)CC1
→ 97	105	89	100	96	0	2	104
Cc1ccc(CSCCNC(=O)CN(c2ccccc2)S(C)(=O)=O)cc1
→ 103	97	100	94	101	0	0	99
Cc1ccc(-n2cc(S(=O)(=O)c3ccc(C)cc3)[nH]c2=O)cc1
→ 105	108	80	111	99	3	18	102
Cc1nnc(NC(=O)CSc2nnc(CCNC(=O)c3ccccc3F)n2C)s1
→ 98	100	104	99	97	0	7	104
COc1ccc(COC(=O)Nc2cn(C)nc2C(F)(F)F)cc1
→ 95	89	95	89	99	1	23	98
CCOC(=O)CC(=O)N/N=C/c1c(N)n(C)c(=O)n(C)c1=O
→ 98	99	76	104	100	0	10	103
O=C(NC1CCSc2ccccc21)c1cc([N+](=O)[O-])ccc1N1CCOCC1 (stereo unspecified)
→ 99	105	86	113	115	1	6	106
CC(NC(=O)COC(=O)c1ccc2ccccc2n1)C1CC2CCC1C2 (stereo unspecified)
→ 97	104	90	98	87	0	-6	112
O=C(c1ccc(F)cc1F)N1CCN(c2ccccn2)CC1
→ 98	108	85	101	99	1	-11	100
COc1ccc([C@H]2[C@@H]3C=CCC[C@@]3(C)C(=O)N2Cc2ccccc2)cc1Cl
→ 104	92	89	100	105	0	19	99
CCn1c(SCC(=O)Nc2sc3c(c2C(N)=O)CCC(C)C3)nnc1-c1ccco1 (stereo unspecified)
→ 104	106	110	104	101	0	11	104
CCOC(=O)C1CCN(S(=O)(=O)c2ccc(OC)c(Cl)c2)CC1
→ 103	90	109	104	111	0	14	108
c1ccc(COc2ccccc2CNCc2cccnc2)cc1
→ 103	110	95	113	95	2	1	107
Cc1ccc(NC(=O)NNC(=O)COc2ccc(Cl)cc2)cc1
→ 102	103	92	101	101	0	1	104
O=C(/C=C/c1ccco1)OCC(=O)c1cccc([N+](=O)[O-])c1
→ 102	91	105	97	102	3	9	106
CCc1ccccc1NC(=O)/C(C#N)=C/c1ccc(Sc2ccccc2)o1
→ 102	101	102	101	100	0	20	105
CN1C(=O)C(C)(C)c2cc(S(=O)(=O)NCC(=O)NCc3ccccc3)ccc21
→ 104	129	97	108	108	0	-2	97
CCOc1ccc(CCNC(=O)c2nccnc2C(=O)O)cc1OCC
→ 100	114	105	99	96	3	13	102
CN(C)CCNC(=O)C1CCN(S(=O)(=O)c2ccc3ccccc3c2)CC1
→ 95	96	84	101	95	0	-11	95

# Additional structures.
# Each structure is followed by: RPL19A-GFP yeast	CIT2-GFP yeast	CR mimetic SO	AGP1 TOR yeast	LAP4-GFP MLPCN	GRK2 inh	VLA-4 inh	MEP2-GFP yeast
O=C1CCC(=O)N1c1ccc(S(=O)(=O)Nc2ccc(Br)cc2)cc1
→ 103	107	114	106	98	0	3	89
CC(C)CCNC(=O)COc1ccc(C(=O)c2ccccc2)cc1
→ 94	92	100	96	122	2	-16	93
O=C(NCCCn1ccnc1)c1ccc(F)cc1
→ 98	93	112	95	102	3	2	100
Cc1noc(C)c1COC(=O)c1cc2c(C)nn(-c3ccc(F)cc3)c2s1
→ 99	100	114	102	.	0	4	101
COc1ccccc1CN1CC(C(=O)NCc2cccc(Cl)c2)CCC1=O (stereo unspecified)
→ 98	98	97	105	96	0	-69	98
CCCCOc1ccc(N(CC(=O)NCC2CCCO2)C(=O)CCC(=O)Nc2cc(C)ccn2)cc1 (stereo unspecified)
→ 95	85	91	88	95	0	-6	99
CCOc1cc(/C=C2\CCCC(C(=O)C(F)(F)F)=C2O)ccc1O
→ 105	102	93	101	96	1	-16	112
O=C(COC(=O)CCC(=O)c1cccs1)Nc1cccc(F)c1
→ 101	94	76	103	112	1	7	96
Cc1cccc2c(=O)c(Br)c(C)n(Cc3ccccc3)c12
→ 99	94	99	107	111	2	3	92

# Gathered by group: those above with a COOH group (5)
# Each structure is followed by: RPL19A-GFP yeast	CIT2-GFP yeast	CR mimetic SO	AGP1 TOR yeast	LAP4-GFP MLPCN	GRK2 inh	VLA-4 inh	MEP2-GFP yeast
O=C(O)CCCC(=O)NCc1c(Cl)cccc1Sc1ccc(Cl)cc1
→ 105	112	94	117	124	0	-9	99
COC(=O)C1=C(C)N(CCCC(=O)O)C(=O)NC1c1cccc(OC)c1 (stereo unspecified)
→ 100	96	101	105	99	5	4	102
O=C(O)c1cc(-c2cccc([N+](=O)[O-])c2)nc2ccccc12
→ 98	92	120	99	106	6	3	99
CCOCCCNC(=O)C1CCN(S(=O)(=O)c2ccc3nc4c(c(C(=O)O)c3c2)CCCCC4)CC1
→ 97	105	89	100	96	0	2	104
CCOc1ccc(CCNC(=O)c2nccnc2C(=O)O)cc1OCC
→ 100	114	105	99	96	3	13	102

# Some of these compounds in order of length of the SMILES, high to low:
# Each structure is followed by: RPL19A-GFP yeast	CIT2-GFP yeast	CR mimetic SO	AGP1 TOR yeast	LAP4-GFP MLPCN	GRK2 inh	VLA-4 inh	MEP2-GFP yeast
O=C1CCC(=O)N1c1ccc(S(=O)(=O)Nc2ccc(Br)cc2)cc1
→ 103	107	114	106	98	0	3	89
COc1ccccc1CN1CC(C(=O)NCc2cccc(Cl)c2)CCC1=O (stereo unspecified)
→ 98	98	97	105	96	0	-69	98
COc1ccc(C(=O)C2=NN(C(C)=O)CC2c2ccco2)cc1 (stereo unspecified)
→ 94	111	106	112	106	1	5	103
CCOc1ccc(CCNC(=O)c2nccnc2C(=O)O)cc1OCC
→ 100	114	105	99	96	3	13	102

# Quoted at random: four entries already listed, in no set order.
# Each structure is followed by: RPL19A-GFP yeast	CIT2-GFP yeast	CR mimetic SO	AGP1 TOR yeast	LAP4-GFP MLPCN	GRK2 inh	VLA-4 inh	MEP2-GFP yeast
Cc1ccc(-n2cc(S(=O)(=O)c3ccc(C)cc3)[nH]c2=O)cc1
→ 105	108	80	111	99	3	18	102
Cc1nc(CSc2ccc(Cl)cc2)cc(N2CCOCC2)n1
→ 101	102	81	104	108	0	-2	102
COC(=O)CCCC1=CC2=CC(=O)C(C)(OC(=O)c3cccs3)C(=O)C2=CN1CC(C)C (stereo unspecified)
→ 94	67	102	79	122	1	12	92
NS(=O)(=O)c1ccc(CCNC(=O)C2CCCCN2S(=O)(=O)c2ccccc2)cc1 (stereo unspecified)
→ 93	99	98	94	103	0	-11	100
